NR2E3 ag-1 = activates human photoreceptor nuclear receptor NR2E3; GST-NR2E3/biotin-RetCOR TR-FRET, 1536-well; inhibition of corepressor binding, % at 4.78 µM; 320,000 compounds, 0.12% hits; AID 2300;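 active = percent inhibition above the cutoff of mean plus 3 SD of all tested compounds, set per screening campaign, cut at about 20% in these data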;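 also: 0% = DMSO wells and 100% = biotin wells as full block of FRET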
Target sequence (Q9Y5X4 whole entry, looked up): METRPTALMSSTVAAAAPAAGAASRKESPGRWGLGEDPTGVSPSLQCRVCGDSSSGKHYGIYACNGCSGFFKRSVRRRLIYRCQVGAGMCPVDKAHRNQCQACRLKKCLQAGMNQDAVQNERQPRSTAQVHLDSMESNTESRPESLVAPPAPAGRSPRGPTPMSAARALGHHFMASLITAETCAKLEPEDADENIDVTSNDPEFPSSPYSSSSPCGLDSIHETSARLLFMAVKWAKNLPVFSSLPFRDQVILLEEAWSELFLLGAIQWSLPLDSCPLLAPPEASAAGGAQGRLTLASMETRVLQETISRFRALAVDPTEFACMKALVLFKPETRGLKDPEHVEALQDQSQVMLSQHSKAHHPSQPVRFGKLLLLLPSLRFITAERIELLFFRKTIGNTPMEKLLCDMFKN
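Material: NR2E3–RetCOR corepressor complex | Quantity: 1.35 nM GST-tagged NR2E3 final | Schedule: 5 h at 4 °C | Replication: Singlicate compound wells | Reagent: RetCOR corepressor, biotinylated, 7 nM | Controls: Biotin wells as high control, 0.6% DMSO wells as low control | Signal: TR-FRET, Eu(K)-anti-GST donor, streptavidin-D2 acceptor, ex 340, em 617/671 nm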
Shn3 3UTR inh = Schnurri-3 reporter inhibition in Clone20 osteoblasts | inhibition, % at 12.5 µM | Clone20 osteoblast Shn3 3'UTR firefly luciferase, 24 h | 360,000 compounds, 0.52% hits;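 active = mean inhibition of at least 75% with every replicate also reaching 75%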;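 also: 0% = median of neutral control wells and 100% = pilot-screen positive control compound; some compounds past the cut are filed as inactive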
NR2E3 ag-2 = agonists of human NR2E3 nuclear receptor. Q9Y5X4. CHO-S Gal4-NCOR/VP16-NR2E3 two-hybrid, luciferase. inhibition of corepressor binding, % at 3.98 µM. 360,000 compounds, 0.35% hits. AID 602229;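 active = inhibition above the mean of all tested compounds plus 3 SD, cut at about 70% in these data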;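 also: 0% = DMSO with NR2E3 transfected cells and 100% = cells lacking NR2E3 construct; higher means lower luciferase signal from less NR2E3 corepressor binding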
Vif imaging = HIV Vif inhibition; HEK293T cells, Vif self-association by quenched fluorescence, imaging, 24 h; inhibition, % at 7.49 µM; 340,000 compounds, 0.35% hits; AID 602346; in the data active = inhibition above about 50%, passing the limit was not always enough; also: some results filed as inactive read as strong as hits
CF NFkB inh = blocks PAF-induced NF-kB reporter in cystic fibrosis cells; KKLEB NF-kB-GFP reporter, GFP fluorescence overnight; inhibition, % at 5 µM; AID 588850; 360,000 compounds, 0.86% hits;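 active = at least 50% inhibition at 5 µM, scaled per plate between neutral and stimulator controls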;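 also: PAF is a Pseudomonas aeruginosa culture filtrate used as stimulus; plate controls were PAF-stimulated DMSO wells for no effect and unstimulated DMSO wells for full effect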
HIF-2a block = inhibitors of HIF-2a. 786-0 RCC cells HIF-2a reporter, luciferase luminescence, overnight. inhibition, % at 18.8 µM. 360,000 compounds, 0.72% hits. AID 624352;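 active = inhibition of the luminescence signal of 40% or more relative to plate controls, in a single-dose primary screen at 18.75 µM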
KKLEB cytotox = reduces viability of KKLEB cystic fibrosis airway cells | 360,000 compounds, 0.36% hits | KKLEB CF airway cells viability, ATPlite luminescence, overnight; active compounds read low; cells stimulated with P. aeruginosa culture filtrate | activity change (cytotoxicity), % at 5 µM | AID 602141;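 active = corrected activity change at or below -50% at 5 µM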
Peg3 promoter = inhibitors of Peg3 promoter; HeLa PEG-Prom luciferase reporter, luminescence, overnight; 360,000 compounds, 1.7% hits; inhibition, % at 20 µM;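 active = inhibition of at least 50% at 20 µM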
PDI turbidity = PDI (human) enzyme inhibition. P07237. PDI insulin aggregation turbidity, A650, 90 min. inhibition, % at 10 µM. 350,000 compounds, 0.052% hits. AID 588391;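 active = mean inhibition across replicates of 30% or more, whatever share of single replicates reach that level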;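 also: absorbance from insulin aggregation driven by PDI reduction with DTT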
Target sequence (P07237 whole entry, looked up): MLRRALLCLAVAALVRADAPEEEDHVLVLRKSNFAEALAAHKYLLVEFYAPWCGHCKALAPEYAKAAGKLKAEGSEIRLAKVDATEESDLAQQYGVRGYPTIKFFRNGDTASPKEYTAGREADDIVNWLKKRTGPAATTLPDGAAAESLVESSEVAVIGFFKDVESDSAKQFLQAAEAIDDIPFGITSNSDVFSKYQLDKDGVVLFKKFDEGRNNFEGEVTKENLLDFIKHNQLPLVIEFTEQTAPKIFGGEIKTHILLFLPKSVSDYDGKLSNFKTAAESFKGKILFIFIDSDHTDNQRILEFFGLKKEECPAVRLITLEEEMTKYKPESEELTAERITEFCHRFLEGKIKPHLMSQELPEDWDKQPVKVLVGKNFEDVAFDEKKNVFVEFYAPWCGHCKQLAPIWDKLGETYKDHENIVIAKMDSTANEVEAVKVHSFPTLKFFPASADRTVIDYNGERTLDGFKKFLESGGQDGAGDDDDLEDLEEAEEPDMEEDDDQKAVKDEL
CaV13 ICDI inh = Disruptors of the CACNA1D IQ motif to Ca2+-dependent inactivation inhibitor domain association, primary screening, Förster resonance energy transfer in intact living …; AID 743397; HEK cells, CFP/YFP FRET ICDI-IQ, plate reader, 10 min; percent FRET-ratio fall versus neutral wells; 340,000 compounds, 0.098% hits; inhibition, % at 12.3 µM;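 active = mean replicate inhibition of at least 30% and at least 1% of replicates passing that level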;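 also: 0% = median of the neutral control wells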
MITF TRPM1 inh = MITF TRPM1 promoter inhibition in SK-MEL-5 cells. SK-MEL-5 TRPM1 promoter luciferase, 24 h. AID 488899. 330,000 compounds, 0.83% hits. inhibition, % at 12.5 µM;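 active = mean inhibition across replicates of 60% or more, whatever share of single replicates reaches that level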; also: values of inactives mirror those of a sister screen read the other way
An asterisk follows results filed as active; . = no result given.

Under each structure: HIF-2a block, CaV13 ICDI inh, Shn3 3UTR inh, PDI turbidity, MITF TRPM1 inh, CF NFkB inh, NR2E3 ag-1, Peg3 promoter, NR2E3 ag-2, KKLEB cytotox, Vif imaging
CCN(CC)S(=O)(=O)c1ccc2c(c1)c(=O)c(C(=O)NCCCN(C)c1ccccc1)cn2C
  2, -6, 1, -4, 3, -6, -1, 5, -13, 8, -3
Cc1c(C(=O)Nc2ccc(F)cc2)oc2ccc(S(=O)(=O)N3CCC4(CC3)OCCO4)cc12
  12, -7, 41, -6, 20, -39, 2, 55*, -2, 10, -23
CSc1ccc(S(=O)(=O)N2CCC(C(=O)Nc3cccnc3)CC2)cc1
  5, -5, 4, -3, 0, 8, -3, 5, 24, -8, -10
NC(=O)c1oc2ccccc2c1NC(=O)c1ccc([N+](=O)[O-])o1
  16, -3, 58, -7, 83*, 62*, 2, 109*, -4, -24, 5
COc1ccc(CN2CCNC(=O)C2CC(=O)NC2CCCC2)cc1OC (stereo unspecified)
  -3, -4, -5, 3, -14, 8, 1, -2, -4, 18, -4
O=C(NCCCN1CCCC1=O)C1CCN(S(=O)(=O)c2ccc(Cl)cc2)CC1
  3, -15, -1, -2, -5, 9, -1, 4, 2, 2, -2
CCOC(=O)c1ccccc1NS(=O)(=O)c1cnn(CC)c1C
  4, ., 14, -1, 9, -2, -1, 8, 13, -3, -4
O=C(CCc1ccccc1Cl)Nc1ccc(S(=O)(=O)N2CCOCC2)cc1
  9, -6, 7, 3, 4, 12, 1, 17, -13, -32, 8
CCCCOC(=O)c1ccc(NC(=O)c2ocnc2C)cc1
  -108, -7, -20, -8, 1, 1, 1, -90, -52, 10, 2
CCCCC[C@H]1CN(C2CCCCC2)C(=O)[C@@H]1CC(=O)NCc1ccc(OC)cc1
  6, -5, 13, 2, 10, -1, -1, 5, -30, 12, -11
CC(NC(=O)OC(C)(C)C)C(=O)Oc1cc2oc(=O)cc(-c3ccccc3)c2cc1Cl (stereo unspecified)
  -18, ., 10, -4, -1, 82*, 0, -7, -7, -18, -8
O=C(CCN1C(=O)/C(=C/c2cccs2)SC1=S)Nc1ccc(C(=O)O)cc1
  15, -2, 2, 0, 6, 8, -1, 5, 2, 7, 11
CC(C)(C)S(=O)(=O)Cc1nc(-c2ccc(Cl)c(Cl)c2)cs1
  -173, -4, -40, 3, -30, -10, -3, -112, -9, 4, 12
COc1ccccc1CCC(=O)NNC(=O)c1ccncc1
  0, -6, 23, -4, 5, -1, -5, -25, 2, 9, 0
COc1ccc(-c2cc(C3CCN(c4cc(Cl)nc(N)n4)CC3)[nH]n2)cc1
  37, -8, 67, -10, 25, 15, 2, 22, 26, -7, -30
CC(Oc1ccccc1Cl)C(=O)N1CCCN(C)CC1 (stereo unspecified)
  0, -5, -5, -62, 4, -3, 0, -7, -45, -3, 0
Cc1ccc2nc(NC(=O)COC(=O)c3ccccn3)sc2c1
  -238, -3, -81, 11, -40, -8, -5, -258, -86, -8, -9
CCOc1ccc(NC(=O)C2CCN(S(=O)(=O)c3ccc4c(c3)NC(=O)C(C)S4)CC2)cc1 (stereo unspecified)
  9, -1, 57, 3, 11, 12, -1, 17, 0, -4, -8
COc1ccccc1CN(C)C(=O)c1ccc2c(c1)NC(=O)CS2
  4, -4, 13, -6, 9, 2, 3, 16, 8, 7, 16
COc1cccc(C(=O)N(c2ccc(OC)cc2OC)C2C=CS(=O)(=O)C2)c1 (stereo unspecified)
  -6, -9, 1, -1, 8, 5, 0, 1, 3, -4, 0
CO/N=C(/CN1CCCCC1)c1ccc(Cl)cc1
  5, -5, -5, -6, 0, 3, 2, 7, -16, 4, 3
Cc1ccc(N2CC(NC(=O)C(=O)c3c(C)[nH]c4ccccc34)CC2=O)cc1 (stereo unspecified)
  20, -2, 4, -2, 7, 9, 3, 2, 6, -2, -7
COC(=O)c1ccccc1NC(=O)c1ccccc1NS(C)(=O)=O
  -1, -6, 21, -2, 2, -6, 2, 13, -14, -6, -3
COc1ccc(S(=O)(=O)N2CCOC2CNC(=O)C(=O)NCc2ccncc2)cc1 (stereo unspecified)
  9, -5, 8, -1, -3, -18, 2, 3, 2, 16, -1
O=C(COC(=O)CCN1C(=O)c2cccc([N+](=O)[O-])c2C1=O)NC1CCS(=O)(=O)C1 (stereo unspecified)
  13, -3, 12, -3, 18, 4, -1, 11, 0, -4, -5
O=C(O)CCC(=O)Nc1ccc(/C=C/C(=O)C2CC2)cc1
  12, -4, 4, 8, 5, -9, 5, 5, -18, 11, 15
Cc1cc(S(=O)(=O)NCc2ccccc2)ccc1OCC(=O)Nc1cccc([N+](=O)[O-])c1
  14, -3, 75, -1, -3, -32, 0, 32, -9, -12, -1
CN(CC1CCCN(CCc2cccc(C(F)(F)F)c2)C1)C(=O)c1cc2ccccc2o1 (stereo unspecified)
  6, -5, 15, -2, -3, 7, ., 48, 35, 4, 10
Cc1coc2c(C)c3oc(=O)c(CCC(=O)NCCCn4ccnc4)c(C)c3cc12
  -2, ., -7, ., ., -1, 1, -1, -15, -2, 15
O=C(COc1ccc(S(=O)(=O)N2CCCC2)cc1)NCc1cccnc1
  9, -4, 15, 3, -3, 8, 2, 3, -16, 4, 4
Cc1ccc(NS(=O)(=O)c2cc(Br)cnc2N)c(Cl)c1
  13, -15, -2, 4, 6, 12, 2, -24, -11, -5, -8
Cc1ccc(C(=O)NNC(=O)CSc2nnc3c(n2)[nH]c2ccc(F)cc23)cc1
  5, -5, 3, -1, 14, -16, 0, 55*, -6, -6, -1
Cc1nc(=O)c(-c2ccccc2)c(C)n1-c1ccc(C(=O)O)cc1
  15, ., -4, -3, 6, -2, 1, 23, -6, -1, -3
COc1ccccc1CCNC(=O)c1cnn2c(C(F)F)cc(C)nc12
  9, -6, -23, 0, ., 24, 5, 14, 2, -16, .
Cn1cccc1CC(=O)NNC(=O)Nc1ccc(Cl)cc1
  -4, 3, -6, 10, -1, -12, 2, -7, -19, -16, 7
COc1ccc(N(CC(=O)NCCSc2ccccn2)S(=O)(=O)c2ccc(C)cc2)cc1OC
  14, -3, 8, -7, 3, -6, 4, 10, 10, -8, -2
CCCCOP(=O)(c1ccc(N(C)C)cc1)C(O)c1cc(OC)ccc1OC (stereo unspecified)
  10, -3, 11, 2, -6, -3, -2, -5, -2, -12, -4
COC(=O)CN1C(=O)[C@H]2[C@@H](c3ccc(C)o3)N3C(=O)CN(CC4CC4)C(=O)[C@@]3(C)[C@H]2C1=O
  15, -10, -11, -5, 6, 5, 5, 5, 11, 7, -1
Cn1c(NC(=O)c2cccc(C(F)(F)F)c2)cc(=O)n(C)c1=O
  6, -6, -14, 1, 14, -27, 0, 3, -1, 2, 13
CC(C)Cn1cnc2c1c(=O)[nH]c(=O)n2Cc1ccccc1
  8, -18, -10, -6, 12, -11, 2, 10, -24, 2, -2
CC(=O)Nc1cc2c3c(c1)CC(=O)N3CCC2
  8, -3, 8, -18, -3, 17, -1, 17, 15, -21, 25
O=C(CSc1cccc[n+]1[O-])c1ccc(Cl)s1
  -5, -6, -5, 9, 5, -14, 2, -21, -15, 15, 0
Cc1ccc(-n2c(SCC(=O)NCCC3=CCCCC3)nc3n[nH]c(C)c3c2=N)cc1Cl
  11, -1, 47, -1, 42, -2, 2, 37, 43, -9, 10
CCOC(=O)c1c(NC(=S)Nc2ccc(OCC)cc2)sc2c1CCN(C)C2
  -1, -2, 5, 0, -13, -5, 2, -14, -15, 8, 6
Cc1cccc(C)c1NC(=O)CN1C(=O)C2CC=CCC2C1=O (stereo unspecified)
  12, -3, 10, -13, 1, 10, 3, -1, -15, 5, -2
COC(=O)c1cc(S(=O)(=O)Nc2cc(S(=O)(=O)N(C)C)ccc2C)oc1C
  16, -5, -22, -7, -91, 18, 0, 9, -4, -11, 1
CC1(C)Cc2c(sc3ncnc(NNC(=S)NCc4ccccc4)c23)CO1
  18, -1, -7, -3, 3, 14, -1, 7, -9, -9, 2
O=C(NC1CCCCC1)N1CCC(c2nc3ccccc3[nH]2)CC1
  1, -8, -46, -3, 8, 4, -1, 25, 15, 0, 2
COc1cc(CCC(=O)OCC(=O)Nc2ccccc2C#N)cc(OC)c1OC
  13, -4, -1, 6, 12, -20, -1, 13, 18, 14, 1
O=C(O)CCCC(=O)NNc1ncnc2ccccc12
  -18, -6, -14, 1, 13, -11, -1, -5, 22, 9, -2
Cc1nc(SCc2cccc(C(=O)O)c2)nc2c1CCCC2
  86*, -3, 29, 18, 28, -2, 2, -48, -69, 0, -4
C=CCNC(=S)NNC(=O)c1cccc2ccccc12
  0, -4, -2, -4, 0, 2, 2, -6, 8, -4, 3
Cc1cc(N/N=C/c2ccncc2)nc2ccccc12
  -278, -5, -24, 8, -58, -12, ., -212, -94, 2, -7
O=C(CSc1nccn1Cc1ccco1)Nc1ccccc1F
  -73, ., -23, -16, -17, 3, -1, -39, -11, 2, -4
C=CCn1c(C)cc(C(=O)COc2ccc(C)nc2[N+](=O)[O-])c1C
  68*, -4, 50, -3, 27, 14, 0, 61*, 71*, 2, 2

A second format for 2 compounds above:
Molecule: COc1cccc(C(=O)N(c2ccc(OC)cc2OC)C2C=CS(=O)(=O)C2)c1 (stereo unspecified)
  HIF-2a block = -6
  CaV13 ICDI inh = -9
  Shn3 3UTR inh = 1
  PDI turbidity = -1
  MITF TRPM1 inh = 8
  CF NFkB inh = 5
  NR2E3 ag-1 = 0
  Peg3 promoter = 1
  NR2E3 ag-2 = 3
  KKLEB cytotox = -4
  Vif imaging = 0
Molecule: CO/N=C(/CN1CCCCC1)c1ccc(Cl)cc1
  HIF-2a block = 5
  CaV13 ICDI inh = -5
  Shn3 3UTR inh = -5
  PDI turbidity = -6
  MITF TRPM1 inh = 0
  CF NFkB inh = 3
  NR2E3 ag-1 = 2
  Peg3 promoter = 7
  NR2E3 ag-2 = -16
  KKLEB cytotox = 4
  Vif imaging = 3

Compound activity from PubChem.
